Source: PubChem
Mito fusion act: inhibitors of mitochondrial division or activators of mitochondrial fusion. S. cerevisiae fusion-defective mutant growth rescue, CellTiterGlo 48 h. Potency, µM (top dose mostly 46.1 µM), inactives show top-dose growth rescue (activation), actives largely listed as activators. hit rate 0.23% among 320,000;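 note: potency is the fitted concentration of half-maximal effect; % of control where 0% means no effect; nearly all actives have a fitted effect of over 45% in size; temperature-sensitive fusion mutants such as fzo1-1 at 37 °C on non-fermentable ethanol glycerol medium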
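Luminescent cell viability in 1536-well qHTS format served as the measure of rescued growth in ts fusion-mutant S. cerevisiae cultured on non-fermentable YPEG for 48 hours at 37C.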
USP2a block: blocks human ubiquitin-specific protease USP2a; O75604; USP2 core, Ub-CHOP2 coupled fluorogenic reporter, 485/531; Potency, µM (highest dose often 38.3 µM), without a hit: at the top dose activity change, negative = inhibition, hits mostly inhibitors; hit rate 0.01% among 330,000;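 note: potency is the fitted concentration of half-maximal effect; plate controls were DMSO wells for no effect and full inhibition by NEM control for full effect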
Target sequence (O75604 whole entry, looked up): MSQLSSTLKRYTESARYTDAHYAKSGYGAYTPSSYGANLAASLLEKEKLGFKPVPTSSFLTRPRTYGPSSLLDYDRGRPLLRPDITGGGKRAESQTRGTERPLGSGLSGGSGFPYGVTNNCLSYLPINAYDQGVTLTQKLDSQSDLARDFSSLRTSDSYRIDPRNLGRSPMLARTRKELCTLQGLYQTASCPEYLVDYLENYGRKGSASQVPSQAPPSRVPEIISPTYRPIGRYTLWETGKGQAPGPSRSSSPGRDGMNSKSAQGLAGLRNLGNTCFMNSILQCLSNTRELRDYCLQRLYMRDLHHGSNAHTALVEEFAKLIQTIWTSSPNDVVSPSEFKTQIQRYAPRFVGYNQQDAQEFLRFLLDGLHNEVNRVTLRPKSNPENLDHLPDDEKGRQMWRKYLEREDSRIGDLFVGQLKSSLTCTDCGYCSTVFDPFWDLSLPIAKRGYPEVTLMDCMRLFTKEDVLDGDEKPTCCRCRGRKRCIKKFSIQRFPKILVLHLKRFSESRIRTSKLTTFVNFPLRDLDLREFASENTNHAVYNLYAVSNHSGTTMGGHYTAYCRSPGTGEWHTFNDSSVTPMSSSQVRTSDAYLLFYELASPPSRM
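USP2 core (10nM final) preincubated 30min RT with compound in 20mM Tris-HCl pH 8.0, 2mM CaCl2, 2mM beta-mercaptoethanol, 0.05% CHAPS; 25nM Ub-CHOP2 plus 25nM reporter substrate added, fluorescence (Ex485/Em531) read after 60min.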
MBNL1 CUG block: inhibitors of human MBNL1 binding to CUG repeat RNA; Potency, µM (titrated, usually from 57.5 µM), for inactives: top-dose activity change, negative = inhibition, usual class: inhibitors; TR-FRET MBNL1-His/biotin-(CUG)12 binding, 665/545 ratio; Q9NR56; hit rate 0.036% among 280,000; active = well fitted inhibition curve with a large enough effect in the signal ratio, with a control signal flat, not every such curve was filed as active; inconclusive = small, poorly fitted or top-dose-only effect, or effect the other way, or a change in a side signal; inactive = no such curve, though single readings can be large or run the other way; the % refers to the signal ratio; note: potency is the fitted concentration of half-maximal effect; % is set by controls: 0 for no effect and ±100 for the full control effect
Target sequence (Q9NR56 whole entry, looked up): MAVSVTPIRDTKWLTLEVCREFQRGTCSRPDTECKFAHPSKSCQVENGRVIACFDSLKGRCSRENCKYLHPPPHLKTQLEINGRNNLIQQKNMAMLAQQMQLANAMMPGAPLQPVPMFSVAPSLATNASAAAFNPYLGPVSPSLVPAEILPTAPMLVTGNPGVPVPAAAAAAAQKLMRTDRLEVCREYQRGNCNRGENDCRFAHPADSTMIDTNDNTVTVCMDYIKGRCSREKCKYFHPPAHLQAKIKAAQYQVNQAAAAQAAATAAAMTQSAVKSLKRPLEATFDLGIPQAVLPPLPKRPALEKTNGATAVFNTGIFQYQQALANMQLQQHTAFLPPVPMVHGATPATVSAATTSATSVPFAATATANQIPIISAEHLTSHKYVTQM
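Ratiometric TR-FRET (665 over 545 nm, excitation 340 nm) tracks disruption of MBNL1-His/biotin-(CUG)12 complex after 60 min at room temperature, with compounds at 92 nM to 58 uM final.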
GALK inhibitor: blocks human galactokinase activity | P51570 | Purified GALK, Kinase-Glo residual ATP luminescence | Potency, µM (top dose mostly 57.5 µM), without a hit: at the top dose activity change, negative = inhibition, usual class: inhibitors | hit rate 0.007% among 270,000; note: potency is the fitted concentration of half-maximal effect; % is set by controls: 0 for no effect and ±100 for the full control effect
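Kinase-Glo Plus luminescence measured ATP left after a 1 h room-temperature reaction. The reaction used 5 nM GALK, 100 uM galactose and 35 uM ATP at pH 8.0 (20 mM HEPES, 5 mM MgCl2, 60 mM NaCl, 1 mM DTT, 0.01% BSA).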
ASM inhibitor: human S-ASM enzyme inhibition; P17405; placental ASM, HMU-PC fluorogenic substrate, 60 min; Potency, µM (top dose mostly 57.5 µM), for the others: at the highest dose activity change, negative = inhibition, hits mostly inhibitors; hit rate 0.006% among 340,000; note: potency is the fitted concentration of half-maximal effect
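qHTS format. ASM enzyme prepared from human placenta hydrolyses the fluorogenic substrate HMU-PC0 (9 uM final) over 60 min at 37 °C after a 10 min compound preincubation.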
TSHR antag: antagonists of human thyroid stimulating hormone receptor; AID 504810; hit rate 0.2% among 330,000; activity change, negative = inhibition, % at 11.5 µM; TSHR-expressing cells, TSH-stimulated cAMP HTRF, 2 h; active compounds read low; P16473;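 active = activity change below a set negative limit, meaning inhibition stronger than a set level, cut at about -70% in these data; inconclusive = activity change between two set negative limits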; note: % is set by controls: 0 for no effect and ±100 for the full control effect
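Antagonism was scored as loss of TSH-driven cAMP in TSHR cells, stimulated with 4nM TSH (EC80) for 2 hours at 37 deg C and detected by homogeneous HTRF competition immunoassay.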
hERG WT inh: KCNH2 (human, wildtype) channel inhibition; U2OS, BacMam KCNH2, thallium flux FluxOr; active compounds read low; activity change, % at 1.84 µM; hit rate 0.37% among 340,000; AID 720551;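 active = maximum activity change below -70%; inconclusive = maximum activity change between -70% and -50%; inactive = maximum activity change above -50%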; note: % is set by controls: 0 for no effect and ±100 for the full control effect
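U2OS cells transduced with wild-type KCNH2 virus are loaded with FluxOr dye for 45 min, and thallium flux is measured in kinetic reads before and after stimulation buffer. Rate constants are normalized to DMSO controls.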
Eya2 phos inh: blocks the phosphatase activity of human Eya2; O00167; recombinant Eya2, OMFP fluorescence dephosphorylation (OMFP is methylfluorescein phosphate); Potency, µM (top dose mostly 76.9 µM), inactives show at the highest dose activity, negative = inhibition, most hits filed as inhibitors; hit rate 0.006% among 330,000; AID 488837; note: potency is the fitted concentration of half-maximal effect; % is set by controls: 0 for no effect and ±100 for the full control effect
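Eya2 (0.2 uM) preincubated 10 min at ambient with compound, then OMFP substrate added at 50 uM; 10 min reaction in 50 mM HEPES pH 7.5, 50 mM NaCl, 5 uM MgCl2, 0.05% BSA, 1 mM DTT. Fluorescence read at Ex 485/Em 525 nm.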
Chronic BCR inh: inhibitors of chronic active B-cell receptor signaling; ABC-DLBCL IkBa-CBG/CBR reporter, luminescence ratio, 4 h; Potency, µM (highest dose often 46.1 µM), without a hit: at the highest dose ratio change, negative = lower green/red ratio, actives largely listed as inhibitors; hit rate 0.05% among 340,000; AID 493014; active = well fitted inhibition curve with a large enough effect in the signal ratio, with a control signal flat, not every such curve was filed as active; inconclusive = small, poorly fitted or top-dose-only effect, or effect the other way, or a change in a side signal; the % refers to the signal ratio;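 note: potency is the fitted concentration of half-maximal effect; plate controls were basal doxycycline-induced cells for no effect and cells given 10 µM MG132 for full effect; MG132 reads +100%, hits lower the ratio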
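Concentration-response series (up to 46 uM) were applied to TMD8 dual-reporter cells for 4 h at 37C with doxycycline. Green/red ratio, after filter-overlap correction, defined %Activity; red signal alone was normalised to basal cells and zero luminescence.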
PKM2 activator: PKM2 (human) enzyme activation | purified PKM2, Kinase-Glo ATP luminescence, activation; response scale: 0% is enzyme alone, no compound | AID 1631 | Potency, µM (top dose mostly 57.5 µM), without a hit: top-dose activation, most hits filed as activators | P14618 | hit rate 0.34% among 260,000; note: potency is the fitted concentration of half-maximal effect; % is set by controls: 0 for no effect and ±100 for the full control effect; nearly all actives have a fitted effect of over 55% in size
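Kinase-Glo luminescence reports ATP generated from ADP (0.1 mM) and PEP (0.5 mM) by purified hPK-M2 after 1 h at room temperature, pH 7.2 imidazole buffer; intermediate enzyme activity allows detecting inhibitors and activators.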
Menin MLL FP TR: inhibitors of human menin-MLL interaction, mutant MLL peptide. AID 1768. Menin + Texas Red MLL mutant peptide, fluorescence polarization. O00255. hit rate 0.23% among 270,000. Potency, µM (titrated, usually from 61.6 µM), without a hit: at the highest dose FP activity change, negative = inhibition, hits mostly inhibitors; active = well fitted inhibition curve with a large enough effect in the polarisation, with a control signal flat, not every such curve was filed as active; inconclusive = small, poorly fitted or top-dose-only effect, or effect the other way, or a change in a side signal; inactive = no such curve, though single readings can be large or run the other way; the % refers to the polarisation; note: potency is the fitted concentration of half-maximal effect; % of control where 0% means no effect; many of its hits are not listed in these tables
Starred values were filed as active, the others as inactive; ? = inconclusive; / = no result given; [ ] = another dose, or the depositor's remark. Unless noted, calls come from the whole dose curve; as a rule, active = well fitted curve in the direction sought with a large enough effect; inconclusive = small, poorly fitted or top-dose-only effect, or another doubt; inactive = no such curve, though single readings can be large; an effect the other way counts as inactive or inconclusive.

SMILES	Mito fusion act	USP2a block	MBNL1 CUG block	GALK inhibitor	ASM inhibitor	TSHR antag	hERG WT inh	Eya2 phos inh	Chronic BCR inh	PKM2 activator	Menin MLL FP TR
CCOc1ccc(NC(=O)COC(=O)c2ccc3c(c2)OCO3)cc1	-1%	-1%	/	/	-3%	12	1	4%	5%	/	/
COc1cc(/C=C/C(=O)OCC(=O)NNC(=O)c2cc(Cl)ccc2OC)ccc1O	/	4%	/	/	9%	-1	-3	-17%	-2%	/	/
COC(=O)c1cc(S(=O)(=O)N2CCN(c3cccc(OC)c3)CC2)cn1C	10%	2%	1%	-1%	-1%	0	-9	-19%	1%	/	/
COc1cc(OC)cc(N2CC(C)(C)C2=O)c1	2%	3%	/	-1%	4%	-4	-6	3%	-6%	2%	5%
O=C1CN(C(=O)COC(=O)C2CCN(S(=O)(=O)c3ccccc3C(F)(F)F)CC2)c2ccccc2N1	2%	5%	-3%	-1%	-1%	-2	4	-10%	1%	5%	3%
COc1ccccc1C(=O)NC(=O)CSc1ccc(C)c(C)c1	/	0%	/	/	13%	-4	-11	-32%	1%	/	/
O=C1Nc2ccccc2O/C1=C\c1c(F)cccc1Cl	2%	2%	-3%	/	15%	-12	-11	-8%	-14%	/	1%
COc1ccc(C(=O)N2CCN(S(=O)(=O)c3ccc4c(c3)OCCO4)CC2)cc1OC	-2%	-1%	/	/	6%	-10	-4	5%	?	/	/
O=C(NN1C(=O)c2ccccc2NC1c1ccccn1)c1ccc(Br)cc1 (stereo unspecified)	3%	-1%	1%	-1%	17%	4	8	-6%	6%	1%	-6%
Cc1cccc(-n2c(Cc3ccccc3)nnc2SCc2ccc([N+](=O)[O-])cc2)c1	?	1%	26%	0%	-1%	3	-3	-8%	0%	-10%	-24%
Cc1c(Cl)cccc1NC(=S)N(C)CCC#N	-7%	0%	-3%	-4%	-1%	-2	-12	8%	0%	1%	2%
CC(=O)Nc1ccc2nc(NC(=O)COc3ccccc3C)sc2c1	11%	2%	51%[activator]	0%	-5%	-11	-14	5%	?	8%	36%[activator]
O=C(CCc1ccccc1Cl)Nc1ccc(S(=O)(=O)Nc2nccs2)cc1	-1%	1%	/	/	-2%	9	-79*	-30%	-22%	/	/
CCC(C(=O)O)n1c(C(F)(F)F)nc2ccccc21 (stereo unspecified)	-1%	1%	6%	-4%	1%	2	1	15%	?	-2%	12%
COCCSc1nnc(NC(=O)Cc2cccs2)s1	0%	0%	?	0%	-1%	21	-1	2%	7%	24%	?
Cc1ccc(C(=O)NC2CCN(Cc3ccccc3)CC2)cc1S(=O)(=O)N1CCOCC1	10%	0%	/	/	6%	0	35	-5%	2%	/	/
COc1ccc([N+](=O)[O-])cc1NS(=O)(=O)c1cc(C(=O)NCc2cccnc2)ccc1Cl	-6%	1%	/	/	2%	3	-3	-8%	?	/	/
CCCC(=O)N1CCc2cc(-c3nc(N)sc3C)ccc21	2%	-1%	19%	-1%	1%	2	29	-12%	11%	7%	8%
CCOc1ccc(S(=O)(=O)N2CCC(C(=O)NCc3ccccn3)CC2)cc1	6%	2%	-2%	4%	2%	11	6	3%	-1%	21%	-13%
CCOC(=O)CN1NC2(CCC(C)CC2)NC1=S (stereo unspecified)	0%	1%	0%	0%	6%	3	-7	20%	20%	0%	4%
Cc1cccc(-n2c(O)c(C=NCc3ccccn3)c3ccccc3c2=O)c1	15%	-1%	?	-2%	-2%	9	3	4%	7%	-1%	2%
COc1ccc(-n2c(=O)c3ccccc3n(CC(=O)Nc3cc(C)on3)c2=O)cc1OC	4%	1%	2%	1%	0%	8	-1	-5%	?	-6%	-15%
COc1ccc(C(=O)N2CCC(N3CCN(c4ccccc4)CC3)CC2)cc1OC	-1%	2%	-1%	-1%	3%	-6	4	-1%	6%	-5%	-9%
Nc1cc(=O)[nH]c(=S)n1-c1ccccc1	-2%	3%	1%	-4%	1%	12	-6	9%	-34%	0%	-6%
Cn1c(=O)c2c(SCC(N)=O)nc(CC(C)(C)C)nc2n(C)c1=O	-5%	0%	0%	0%	0%	-5	0	12%	1%	2%	4%
Cc1cnc(C(=O)OCC(=O)N2CCc3ccccc3C2)cn1	-1%	0%	0%	11%	-1%	-9	11	19%	3%	-4%	1%
Cc1ccccc1OCc1nnc(SCC(=O)O)n1Cc1ccccc1	-2%	0%	-2%	1%	8%	-9	-2	14%	2%	2%	-6%
COc1ccc(C2=NOC(C)(c3nnc(-c4ccc(F)cc4)o3)C2)cc1 (stereo unspecified)	-6%	7%	-3%	-2%	-4%	1	6	-4%	-5%	-2%	/
NC(=O)C1(N2CCCCC2)CCN(C2CC(=O)NC2=O)CC1 (stereo unspecified)	-11%	1%	-8%	-3%	0%	-9	-1	-19%	2%	0%	0%
Cc1ccc(Cl)cc1NC(=O)Nc1cccs1	-1%[9.22 µM]	0%	-3%	8%	-4%	-5	-1	?	6%	/	?
COC(=O)Nc1ccc(S(=O)(=O)N2CCN(CCN3C(=O)C4C5C=CC(C5)C4C3=O)CC2)cc1 (stereo unspecified)	-5%	1%	-3%	1%	0%	11	0	-11%	-5%	11%	2%
CN(CC(=O)Nc1ccccc1Br)C(=O)CNC(=O)Cc1cccc2ccccc12	-3%	0%	2%	-3%	-1%	-6	4	4%	2%	-4%	/
CCc1ccc(NC(=O)c2ccnc(C(C)(C)C)c2)cc1	3%	3%	-9%	/	3%	-1	-11	9%	-13%	0%	-20%
CCOC(=O)C1=C(C)OC(N)=C(C#N)C1c1cc(OC)c2c(c1)OCO2 (stereo unspecified)	-4%	-2%	6%	3%	16%	4	-4	-4%	-20%	14%	17%
COCCn1c(CCC(=O)O)ccc1-c1cccs1	0%	4%	4%	-1%	104%[activator]	-12	4	1%	1%	17%	-12%
Cc1ccc(C)c(NC(=O)c2ccc3c(c2)N(Cc2ccc(F)cc2)C(=O)CS3=O)c1 (stereo unspecified)	?	-1%	-8%	0%	-1%	19	4	-1%	?	-22%	-10%
Cc1cccc(-c2ncc(CN3CCN(C4CCCC4)C(CCO)C3)cn2)c1 (stereo unspecified)	-1%	1%	-11%	2%	-3%	5	8	-6%	-2%	?	5%
CC(C)c1ccc(Nc2nnc(SCC(=O)Nc3ncc(S(=O)(=O)c4ccc([N+](=O)[O-])cc4)s3)s2)cc1	4%	-1%	?	0%	-3%	-6	-4	-8%	4%	?	?
COc1ccc(/C=C(/NC(=O)c2ccc(OC)c(OC)c2)C(=O)NCCCn2ccnc2)cc1	-6%	2%	1%	4%	4%	1	16	-3%	-10%	-1%	-26%
COc1ccc(C(=O)CSc2nnc(C(CO)NC(=O)c3ccc(OC)cc3)n2C)cc1 (stereo unspecified)	1%	2%	-4%	-2%	3%	-7	2	0%	0%	0%	-3%
O=C(COC(=O)CNC(=O)c1cccc([N+](=O)[O-])c1)Nc1nc2ccccc2s1	2%	-3%	?	0%	-4%	-6	8	-2%	-4%	5%	6%
COc1ccc(Cl)cc1NC(=S)N1CC(C)OC(C)C1 (stereo unspecified)	-6%	-9%	0%	5%	0%	-7	25	-18%	0%	2%	16%
Cc1ccc(NC2CCCN(C(=O)c3ccc4nccnc4c3)C2)cc1C (stereo unspecified)	4%	4%	5%	7%	4%	14	6	-2%	-2%	-6%	/
CCCn1c(NCc2ccco2)nc2ccccc21	-11%	2%	-1%	0%	2%	7	-10	0%	-1%	0%	0%

Only part of the results is shown; the hit share may differ from the screen's.
